# Source: PubChem (Broad Institute)
# Pf Dd2 inh: blocks growth of Plasmodium falciparum Dd2 parasites. P. falciparum Dd2 growth, SYBR Green, 72 h; hits give low values. activity change, % at 10 µM. hit rate 2.3% among 94,000. AID 1159554; in the data active = activity change below about -80%; inconclusive = no clear call, values can overlap the other calls
# T cruzi growth: T. cruzi proliferation inhibition; AID 624255; T. cruzi beta-gal in NIH3T3, GalScreen luminescence, 90 h; inhibition, % at 8.34 µM; hit rate 5.9% among 77,000;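 active = mean inhibition above about 93%, with at least 55% of replicates each passing it, limit read from the data, passing the limit was not always enough; inconclusive = only one of those two conditions holds; inactive = neither condition holds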
# KDM4C inh: blocks human GASC-1 (KDM4C) demethylase activity; GST-KDM4C 2-372, H3K9me3 peptide, LANCE TR-FRET; inhibition, % at 12.5 µM; hit rate 0.15% among 96,000;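 active = mean replicate inhibition above about 25%, with at least 55% of replicates also reaching it, limit read from the data, passing the limit was not always enough; inconclusive = only one of those two conditions met; inactive = neither condition met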
# Target sequence (Q9H3R0 2-372 limits assumed): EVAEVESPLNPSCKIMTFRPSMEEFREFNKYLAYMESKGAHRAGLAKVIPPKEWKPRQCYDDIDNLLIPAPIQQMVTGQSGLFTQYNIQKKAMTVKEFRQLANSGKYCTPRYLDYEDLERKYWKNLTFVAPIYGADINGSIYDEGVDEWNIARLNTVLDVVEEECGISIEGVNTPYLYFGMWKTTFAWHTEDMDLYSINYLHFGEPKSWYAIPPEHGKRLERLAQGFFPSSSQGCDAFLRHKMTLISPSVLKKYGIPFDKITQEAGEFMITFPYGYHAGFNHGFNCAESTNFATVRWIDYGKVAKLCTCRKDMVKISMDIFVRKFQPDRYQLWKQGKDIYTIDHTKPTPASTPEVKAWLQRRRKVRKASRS
#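 Compound: one test concentration per compound; Material: GST-GASC-1 enzyme fragment 2-372; Amount: GASC-1 enzyme at 10 nM final in reaction; Also added: H3K9me3 peptide substrate, Fe(II), 2-oxoglutarate; Technique: LANCE TR-FRET; Times: 30 min demethylation and 1 h detection at room temperature.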
# C diff growth: blocks growth of Clostridium difficile; Clostridium difficile clinical isolate growth, OD600, 24 h; hits give low values; growth activity, negative = inhibition, % at 16 µg/mL (by protocol); hit rate 0.25% among 86,000; AID 1259249;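 active = mean growth activity at or below -80% and every replicate also at or below -80%; inconclusive = mean at or below -80% but some replicate above -80%; inactive = mean growth activity above -80%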;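 note: 0% = DMSO wells and -100% = levofloxacin 16 µg/mL wells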
# The depositor's hits bear a star; ? = inconclusive; · = no result given; & = joins results of further samples. Compounds were not picked by outcome. Share with any hit: about 7%.
Compound | C diff growth | KDM4C inh | T cruzi growth | Pf Dd2 inh
C[C@@H]1CN([C@@H](C)CO)S(=O)(=O)c2ccc(/C=C/c3ccccc3)cc2O[C@H]1CN(C)Cc1ccc(C(=O)O)cc1 | -97* | 6.5 | 84 | -43
C[C@H](CO)N1C[C@H](C)[C@@H](CN(C)S(=O)(=O)c2cn(C)cn2)Oc2ccc(NC(=O)Nc3cccc4ccccc34)cc2C1=O | · | -1.1 | 42 | 5
COc1ccc(NC(=O)Nc2ccc3c(c2)C(=O)N([C@H](C)CO)C[C@H](C)[C@@H](CN(C)S(=O)(=O)c2cccs2)OCCCC[C@@H](C)O3)cc1 | 0 | 3.4 | 33 | -63
COc1ccc(NC(=O)N(C)C[C@H]2Oc3ccc(NC(=O)C4CCCCC4)cc3CC(=O)N([C@H](C)CO)C[C@@H]2C)cc1 | 0 | -1.4 | 9 | -6
COc1ccc(CN(C)C[C@@H]2OCCCC[C@H](C)Oc3ccc(NC(=O)Nc4cccc5ccccc45)cc3C(=O)N([C@@H](C)CO)C[C@H]2C)cc1 | -57 | -0.3 | 94 | -80
COc1ccc(NC(=O)N(C)C[C@@H]2Oc3ccc(NC(=O)NC4CCCCC4)cc3CC(=O)N([C@@H](C)CO)C[C@@H]2C)cc1 | -3 | 2.1 | 92 | -5
CN(C)C(=O)C[C@@H]1C[C@H]2c3cc(NC(=O)NC4CCCCC4)ccc3O[C@H]2[C@H](CO)O1 | · | -1.2 | 13 | 4
C[C@@H]1CN([C@H](C)CO)C(=O)c2cccc(NC(=O)Nc3ccc(C(F)(F)F)cc3)c2O[C@H]1CN(C)C(=O)Nc1ccc2c(c1)OCO2 | 68 | -1.6 | 81 | -21
Fc1cccc(CN2[C@@H]3CNC[C@H]2C3c2ccc(-c3ccccc3)cc2)c1 (stereo partly specified) | 40 | -0.6 | · | -19
Cc1ccc(S(=O)(=O)Nc2cccc3c2O[C@@H](CN(C)Cc2ccc(C(F)(F)F)cc2)[C@@H](C)CN([C@@H](C)CO)C3=O)cc1 | 18 | -1.8 | 61 | -23
CC(C)CC#Cc1ccc2c(c1)O[C@@H](CN(C)S(C)(=O)=O)[C@@H](C)CN([C@@H](C)CO)S2(=O)=O | 3 | -0.9 | 80 | -25
CCC(=O)N(C)C[C@@H]1Oc2ncc(/C=C/c3ccccc3)cc2C(=O)N([C@@H](C)CO)C[C@@H]1C | -3 | -2.0 | 18 | 25
CNC(=O)C[C@@H]1CC[C@H]2[C@@H](COc3ccc(NC(=O)Nc4ccccc4F)cc3C(=O)N2C)O1 | 2 | 0.8 | 33 | 0
C[C@@H]1CN([C@@H](C)CO)C(=O)c2cc(-c3ccc(C#N)cc3)cnc2O[C@H]1CN(C)C(=O)CC1CC1 | 2 | 0.0 | -19 | 2
C[C@H](NC(=O)C[C@@H]1C[C@@H]2c3cc(NC(=O)NC4CCCCC4)ccc3O[C@@H]2[C@@H](CO)O1)c1ccccc1 | · | 0.2 | 34 | -14
COc1ccc2c3c(n(C)c2c1)[C@H](CO)N(C(=O)Nc1ccc(F)cc1)CC31CN(C(=O)c2ccc3c(c2)OCO3)C1 | 3 | -1.8 | · | -89*
C[C@@H]1CN([C@@H](C)CO)C(=O)Cc2cc(NC(=O)C3CC3)ccc2O[C@H]1CN(C)C(=O)NC1CCCCC1 | -3 | -0.2 | -11 | -29
COc1ccc(NC(=O)N(C)C[C@H]2Oc3ncc(C#CCC(C)C)cc3C(=O)N([C@@H](C)CO)C[C@H]2C)cc1 | 6 | -0.4 | 2 | -43
C[C@H](CO)N1C[C@H](C)[C@H](CN(C)Cc2ccc(C(F)(F)F)cc2)Oc2ccc(NS(=O)(=O)c3ccccc3)cc2C1=O | 13 | -0.6 | 104* | 0
C[C@@H]1CN([C@H](C)CO)C(=O)c2c(c3ccccc3n2C)-c2ccccc2CO[C@H]1CN(C)S(=O)(=O)c1cccs1 | -5 | -2.3 | 90 | -49
Cc1noc(C)c1S(=O)(=O)Nc1ccc2c(c1)C(=O)N([C@H](C)CO)C[C@@H](C)[C@H](CN(C)C)OCCCC[C@@H](C)O2 | -1 | 2.5 | 21 | 47
CN(C)C(=O)c1cccc(-c2ccc3c(c2)[C@H]2[C@H](CCN2C(=O)c2ccc(F)cc2)[C@@H](CO)N3C)c1 | -5 | 3.0 | 23 | -42
C[C@@H]1CN([C@H](C)CO)C(=O)c2cccc(NS(=O)(=O)c3ccc(Cl)cc3)c2O[C@@H]1CN(C)C(=O)Nc1ccc(F)cc1 | -3 | -2.4 | 83 | -12
CCN(C[C@H]1[C@H](c2ccccc2)[C@@H](CO)N1C(C)=O)C(=O)NC(C)C | -3 | -7.8 | -15 | 4
C[C@H]1CN([C@@H](C)CO)C(=O)c2cc(-c3cccc(F)c3)cnc2O[C@H]1CN(C)C(=O)c1ccccn1 | -2 | 0.4 | 28 | 14
C[C@@H]1CN([C@H](C)CO)C(=O)Cc2cc(NC(=O)CCCCCC(=O)Nc3ccccc3N)ccc2O[C@H]1CN(C)C(=O)Nc1cccc2ccccc12 | -2 | 5.0 | · | 16
COc1ccc(C#Cc2cnc3c(c2)C(=O)N([C@H](C)CO)C[C@H](C)[C@H](CN(C)S(=O)(=O)c2ccc(F)cc2)O3)cc1OC | 7 | -4.7 | 104 | ?
COc1ccc(S(=O)(=O)N2C[C@@H](O)COC[C@H]3O[C@@H](CC(=O)NCCN4CCCCC4)CC[C@@H]32)cc1 | 1&-4 | 6.9 | · | 2
O=C(C[C@H]1C[C@@H]2c3cc(NS(=O)(=O)c4ccccc4)ccc3O[C@@H]2[C@H](CO)O1)N1CCCCC1 | -6 | -2.2 | 41 | 2
CC(C)CC#Cc1cnc2c(c1)C(=O)N([C@H](C)CO)C[C@@H](C)[C@H](CN(C)C(=O)c1ccccc1F)O2 | -6 | -0.1 | 38 | 6
O=C(C[C@@H]1C=C[C@@H](NC(=O)C2CCOCC2)[C@H](CO)O1)Nc1nccs1 | -3 | 1.1 | · | 32
O=C(c1ccccc1)N1CC2(C1)[C@@H](c1ccccc1)[C@H](CO)N2CC1CC1 | 2 | 0.2 | · | -22
C[C@@H]1CCCCO[C@H](CN(C)CC2CCCCC2)[C@H](C)CN([C@H](C)CO)C(=O)c2cc(NC(=O)c3ccccc3)ccc2O1 | 2 | 2.6 | 118* | -77
Cc1ccc(S(=O)(=O)N(C)C[C@H]2OCCCC[C@@H](C)Oc3ccc(NS(=O)(=O)c4ccc(F)cc4)cc3C(=O)N([C@@H](C)CO)C[C@H]2C)cc1 | 3 | 0.8 | 101 | -53
COc1ccc2c3c(n(C)c2c1)[C@H](CO)N(CC1CC1)CC31CN(Cc2ccc(F)cc2)C1 | 14 | 0.2 | · | -63
CN1CCN(C(=O)C[C@H]2CC[C@@H](NC(=O)Cc3ccccn3)[C@@H](CO)O2)CC1 | · | -0.4 | 21 | 9
COc1ccc(C#Cc2ccc([C@H]3[C@@H](CO)N4C(=O)CN(C(=O)c5cccnc5)C[C@@H]34)cc2)cc1 | 3 | -6.2 | · | 0
C[C@H](CO)N1C[C@H](C)[C@@H](CN(C)C(=O)Nc2cccc3ccccc23)Oc2ccc(NC(=O)Nc3ccc(C(F)(F)F)cc3)cc2C1=O | -8 | 3.0 | 26 | -96*
COC(=O)C[C@@H]1CC[C@@H]2[C@@H](COc3ccc(NC(=O)c4cccc(F)c4)cc3C(=O)N2C)O1 | -3 | 0.5 | -8 | -13
CC(C)NC(=O)N(C)C[C@H]1Oc2ccc(NC(=O)C3CC3)cc2CC(=O)N([C@@H](C)CO)C[C@@H]1C | 0 | 0.6 | 27 | -15

# Nothing new here: 5 of the compounds above.
Compound | C diff growth | KDM4C inh | T cruzi growth | Pf Dd2 inh
CN1CCN(C(=O)C[C@H]2CC[C@@H](NC(=O)Cc3ccccn3)[C@@H](CO)O2)CC1 | · | -0.4 | 21 | 9
COc1ccc(C#Cc2ccc([C@H]3[C@@H](CO)N4C(=O)CN(C(=O)c5cccnc5)C[C@@H]34)cc2)cc1 | 3 | -6.2 | · | 0
C[C@H](CO)N1C[C@H](C)[C@@H](CN(C)C(=O)Nc2cccc3ccccc23)Oc2ccc(NC(=O)Nc3ccc(C(F)(F)F)cc3)cc2C1=O | -8 | 3.0 | 26 | -96*
COC(=O)C[C@@H]1CC[C@@H]2[C@@H](COc3ccc(NC(=O)c4cccc(F)c4)cc3C(=O)N2C)O1 | -3 | 0.5 | -8 | -13
CC(C)NC(=O)N(C)C[C@H]1Oc2ccc(NC(=O)C3CC3)cc2CC(=O)N([C@@H](C)CO)C[C@@H]1C | 0 | 0.6 | 27 | -15

# Carrying on:
Compound | C diff growth | KDM4C inh | T cruzi growth | Pf Dd2 inh
CO[C@@H]1CN(C)C(=O)c2ccc(NC(=O)C3CC3)cc2OC[C@@H](C)N(C(=O)Cc2ccccn2)C[C@H]1C | · | 0.8 | -57 | 12
O=C(C[C@H]1C=C[C@@H](NC(=O)CN2CCOCC2)[C@H](CO)O1)NC1CCC1 | 3 | 3.9 | · | 16
C[C@@H]1CN([C@H](C)CO)C(=O)c2cc(NC(=O)Nc3cccc4ccccc34)ccc2O[C@@H](C)CCCCO[C@@H]1CN(C)S(=O)(=O)c1cn(C)cn1 | 21 | -7.1 | 35 | -88*
COCC(=O)N1CCC2(CC1)CN(C(=O)Nc1ccccc1F)[C@@H](CO)c1[nH]c3cc(OC)ccc3c12 | 8 | -1.8 | · | -2
COc1cccc(C(=O)Nc2ccc3c(c2)C(=O)N(C)C[C@H](OC)[C@@H](C)CN(C(C)=O)[C@@H](C)CO3)c1 | -3 | 5.2 | 28 | 56
COCC(=O)N1[C@@H](CO)[C@H](c2ccccc2)[C@@H]1CN(C)C(=O)c1ccncc1 | -7 | 0.5 | 21 | 7
CO[C@H]1CN(C)C(=O)c2ccc(NC(=O)Nc3cc(F)ccc3F)cc2OC[C@@H](C)NC[C@@H]1C | · | -0.5 | -57 | -8
CNC[C@H]1OCCCC[C@H](C)Oc2ccc(NC(=O)Nc3c(C)noc3C)cc2C(=O)N([C@H](C)CO)C[C@H]1C | 2 | 0.6 | 104* | 15
CN1CCN(C(=O)C[C@H]2CC[C@H]3[C@@H](COC[C@@H](O)CN3Cc3cccc(F)c3)O2)CC1 | -3&-7 | 0.9 | -13 | ·
C[C@@H]1CN([C@@H](C)CO)C(=O)c2cc(NC(=O)CCC(F)(F)F)ccc2O[C@@H](C)CCCCO[C@H]1CN(C)Cc1ccc2c(c1)OCO2 | 3 | -1.4 | 49 | -39
C[C@@H]1CCCCO[C@H](CN(C)Cc2ccncc2)[C@@H](C)CN([C@@H](C)CO)C(=O)c2cc(NC(=O)Nc3ccccc3)ccc2O1 | -1 | 0.6 | 20 | -77
COc1ccc(S(=O)(=O)N(C)C[C@@H]2Oc3ccc(NC(=O)Nc4ccc5c(c4)OCO5)cc3C(=O)N([C@H](C)CO)C[C@@H]2C)cc1 | -3 | -0.8 | 2 | -36
C[C@@H]1CN([C@@H](C)CO)C(=O)c2cc(-c3cccc(F)c3)cnc2O[C@H]1CN(C)C(=O)C1CCOCC1 | 1 | -0.9 | -40 | 37
CO[C@H]1CN(C)C(=O)c2ccc(NS(=O)(=O)c3ccc(Cl)cc3)cc2OC[C@@H](C)NC[C@@H]1C | 2 | 0.3 | -10 | 8
C[C@@H]1CN([C@@H](C)CO)C(=O)c2cc(NC(=O)CCCN(C)C)ccc2O[C@H]1CN(C)S(=O)(=O)c1ccccc1 | -3 | -1.1 | -15 | 11
Cc1ccc(S(=O)(=O)Nc2cccc3c2O[C@@H](CN(C)C(=O)Nc2ccc(C(F)(F)F)cc2)[C@H](C)CN([C@@H](C)CO)C3=O)cc1 | -3 | 2.7 | 56 | -2
Cc1noc(C)c1S(=O)(=O)N(C)C[C@H]1Oc2ccc(NC(=O)C3CCCCC3)cc2CC(=O)N([C@@H](C)CO)C[C@@H]1C | -4 | 0.1 | 14 | -28
C[C@@H]1CN([C@H](C)CO)C(=O)c2cc(NC(=O)Nc3cccc4ccccc34)ccc2O[C@@H](C)CCCCO[C@H]1CN(C)C(=O)Nc1ccc(C(F)(F)F)cc1 | -9 | -1.0 | 89 | -59
O=C(c1ccncc1)N1CC(=O)N2[C@H](CO)[C@H](c3ccc(/C=C/c4ccccc4)cc3)[C@@H]2C1 | -9 | -0.8 | · | -23
CC(C)C#Cc1ccc([C@H]2[C@H]3CN(C(=O)NC(C)C)CCCCN3[C@H]2CO)cc1 | -9 | -0.7 | 54 | 11
CNC[C@@H]1Oc2ccc(NC(=O)C3CCCCC3)cc2C(=O)N([C@H](C)CO)C[C@@H]1C | -2 | 0.6 | 20 | 5
CN(C)C(=O)c1cccc(-c2ccccc2[C@@H]2[C@@H](C#N)N(C(=O)C3CC3)[C@H]2CO)c1 | 3 | -0.2 | · | ?
COc1ccc(NC(=O)N(C)C[C@@H]2Oc3ncc(-c4ccc(C#N)cc4)cc3C(=O)N([C@@H](C)CO)C[C@H]2C)cc1 | 1 | -2.6 | · | 35
N#Cc1ccc(-c2ccc3c(c2)[C@H]2[C@H](CCN2S(=O)(=O)c2cccc(F)c2)[C@H](CO)N3)cc1 | -2 | -2.1 | 13 | -9
C[C@H](CO)N1C[C@H](C)[C@@H](CN(C)S(=O)(=O)c2ccccc2)OCCCC[C@H](C)Oc2ccc(NC(=O)c3ccccc3)cc2C1=O | · | -1.4 | -11 | -18
